Mdm2 MdmX PPI – inhibitors of human Mdm2-MdmX association, primary screen, cell-based, luminescence, split luciferase, SaOS-2, uHTS | Protein Mdm4 (Homo sapiens) + E3 ubiquitin-protein ligase Mdm2 (Homo sapiens), … | SaOS-2 split-luciferase Mdm2/MdmX complementation | inhibition, % at 8 µM | 330,000 tested, 3% active | AID 485346, 2010;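 active = inhibition of at least 50% at 8 µM in the primary screen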
Target sequence (O15151 whole entry, looked up): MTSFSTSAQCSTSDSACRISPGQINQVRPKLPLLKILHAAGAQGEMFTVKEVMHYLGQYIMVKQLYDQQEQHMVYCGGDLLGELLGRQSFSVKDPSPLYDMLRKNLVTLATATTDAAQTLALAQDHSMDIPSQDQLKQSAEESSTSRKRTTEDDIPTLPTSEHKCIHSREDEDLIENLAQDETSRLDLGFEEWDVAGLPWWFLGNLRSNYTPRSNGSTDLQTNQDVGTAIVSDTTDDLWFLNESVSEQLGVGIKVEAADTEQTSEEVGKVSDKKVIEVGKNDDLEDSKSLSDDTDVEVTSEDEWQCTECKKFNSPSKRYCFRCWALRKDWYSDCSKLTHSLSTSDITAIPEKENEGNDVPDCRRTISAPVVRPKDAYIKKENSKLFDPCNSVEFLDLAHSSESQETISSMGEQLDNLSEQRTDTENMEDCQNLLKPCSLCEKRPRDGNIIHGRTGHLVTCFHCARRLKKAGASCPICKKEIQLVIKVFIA
Target sequence (Q00987 whole entry, looked up): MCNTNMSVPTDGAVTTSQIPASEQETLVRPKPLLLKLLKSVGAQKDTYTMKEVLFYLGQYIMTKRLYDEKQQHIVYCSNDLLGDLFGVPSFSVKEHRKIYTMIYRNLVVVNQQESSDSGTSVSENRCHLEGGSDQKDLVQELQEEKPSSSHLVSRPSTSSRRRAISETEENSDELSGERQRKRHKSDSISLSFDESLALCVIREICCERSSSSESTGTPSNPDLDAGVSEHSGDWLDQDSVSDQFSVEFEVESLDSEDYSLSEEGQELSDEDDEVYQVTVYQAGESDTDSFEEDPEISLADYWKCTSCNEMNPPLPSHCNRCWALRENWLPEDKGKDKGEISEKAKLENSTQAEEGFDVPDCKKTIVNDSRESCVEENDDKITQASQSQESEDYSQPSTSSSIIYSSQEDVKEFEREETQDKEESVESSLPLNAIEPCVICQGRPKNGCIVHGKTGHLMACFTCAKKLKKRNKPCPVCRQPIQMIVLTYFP
APJ antagonist – antagonists of human apelin receptor APJ, primary screen, CHO-K1 cells, beta-arrestin complementation, luminescence | P35414 | inhibition, % at 20 µM | 330,000 tested, 0.32% active | AID 2521, 2010;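 active = inhibition above about 40% at 20 µM, limit read from the data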;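 also: cells challenged with 10 nM apelin-13 agonist together with compound; plate controls were apelin-13 plus DMSO wells for no effect and DMSO wells lacking apelin-13 for full effect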
tim10-1 inh – growth inhibitors of tim10-1 mutant yeast, primary screen, luminescence, uHTS; S. cerevisiae tim10-1 ts strain growth, BacTiter-Glo, 24 h; inhibition, % at 20 µM; 330,000 tested, 2.2% active; AID 463190, 2010;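 active = inhibition of at least 40%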;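 also: mutant grown at 25 °C; 0% = DMSO wells with yeast and 100% = wells holding no yeast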
CXCR6 block – CXCR6 receptor inhibitors, primary screen, cell-based, beta-arrestin, luminescence, CHO-K1 PathHunter, 1536-well; 360,000 tested, 0.36% active; C-X-C chemokine receptor type 6 (Homo sapiens), O00574; inhibition, % at 20 µM; in the data active = inhibition above about 34%, passing the limit was not always enough;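 also: antagonist mode with CXCL16 agonist at 10 nM final; 0% = 10 nM CXCL16 with DMSO and 100% = unstimulated wells without agonist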
CHOP UPR activ – activators of apoptotic CHOP UPR arm, primary screen, cell-based, CHO-CHOP luciferase reporter, luminescence, uHTS | UPR activation; percent of tunicamycin response over DMSO baseline | activation, % at 10 µM | 330,000 tested, 0.34% active | AID 449763, 2010;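 active = at 10 µM dose, activation of 40% or more, normalized to positive control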;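 also: 100% = tunicamycin at 10 µg/mL and 0% = DMSO alone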
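Assay system: CHO cells with stable CHOP pathway luciferase reporter; Buffer or medium: F12 plus 10% serum; Times: 16-18 h cell attachment, then 6 h compound exposure, 37 °C; Signal: luciferase luminescence; Read-out basis: percent activation relative to tunicamycin control; Control set: tunicamycin high control, DMSO low control.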
tim23-1 inh – growth inhibitors of tim23-1 mutant yeast, primary screen, luminescence, uHTS; 330,000 tested, 1.3% active; S. cerevisiae tim23-1 growth, BacTiter-Glo luminescence, 24 h; inhibition, % at 20 µM;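 active = growth inhibition of the mutant yeast at or above 50%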;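 also: temperature-sensitive mutant grown at 25 °C; plate controls were DMSO-treated mutant yeast for no effect and medium wells lacking yeast for full effect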
XBP1 UPR activ – activators of adaptive XBP1 UPR arm, primary screen, cell-based, CHO-XBP1 luciferase reporter, luminescence, uHTS. activation, % at 20 µM. 330,000 tested, 0.33% active. AID 463104, 2010. IRE1-XBP1 UPR activation; percent of tunicamycin response, DMSO as zero;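 active = versus positive control, 20 µM dose yields 30% or more activation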;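 also: 100% = tunicamycin at 10 µg/mL and 0% = DMSO only wells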
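assay system = CHO-XBP1 luciferase reporter cells | amount = 1000 cells/well | buffer or medium = F12 plus 10% FBS | compound dosing = single point, 20 µM final compound, 1% DMSO | incubation = 16-18 h cell attachment at 37 °C, then 6 h compound exposure | detection = Steady-Glo luminescence read | controls = tunicamycin 10 µg/mL and vehicle-only wells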
APJ agonist – agonists of human apelin receptor APJ, primary screen, CHO-K1 cells, PathHunter beta-arrestin, luminescence; activation, % at 20 µM; 0% DMSO wells, 100% apelin; P35414; 330,000 tested, 0.11% active; AID 2520, 2010;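 active = activation more than six SD over the plate average, tested at 20 µM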;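 also: 0% = DMSO alone and 100% = apelin-13 at 10 nM; some results filed as inactive read as strong as hits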
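Assay system: CHO-K1 cells stably expressing ProLink-tagged human APJ and arrestin–beta-gal acceptor. Compound dosing: 20 µM single point, 1% DMSO. Times: 16-18 h seeding, 90 min dark compound exposure, 60 min detection. Detection: beta-gal luminescence. Evaluation: APJ–arrestin association signal. Controls: negative DMSO alone, positive Apelin-13 at 10 nM.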
TIM10 inh – growth inhibitors of isogenic TIM10 control yeast, primary screen, counter-screen for tim10-1 yeast inhibitor project, luminescence, uHTS. 330,000 tested, 1.4% active. inhibition, % at 10 µM. S. cerevisiae TIM10 strain growth, BacTiter-Glo luminescence, 24 h;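 active = inhibition of 40% or more at the single tested concentration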;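 also: wild-type TIM10 isogenic control strain grown at permissive 25 °C; 0% = DMSO yeast wells and 100% = minimal medium wells without yeast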
An asterisk follows results filed as active. Only part of the results is shown (hit frequency here may not be typical).

mol	Mdm2 MdmX PPI	APJ antagonist	tim10-1 inh	CXCR6 block	CHOP UPR activ	tim23-1 inh	XBP1 UPR activ	APJ agonist	TIM10 inh
Cc1cc(C)cc(NC(=O)C(OC(=O)c2cc[n+]([O-])cc2)c2ccccc2)c1 (stereo unspecified)	-0.1	20.9	-2.1	-7.9	-0.3	2.9	-2.1	-1.1	0.9
Cc1cccc(C)c1NC(=O)CCCn1nc(C)c2c(C)n(-c3ccccc3)nc2c1=O	-4.7	-13.4	28.1	-1.3	-1.2	12.8	-2.9	3.4	2.6
O=C(CNC(=O)c1ccc(Br)o1)NNC(=O)c1ccc(Cl)cc1	-6.5	7.7	-5.3	8.9	-0.1	-0.5	0.2	1.9	2.5
CC(C)c1cc(C(=O)NNC(=S)NCc2ccco2)c(O)c(C(C)C)c1	34.1	14.9	55.3*	-5.2	0.1	54.3*	-1.2	-1.4	57.0*
C=CCN(c1ccccc1C(=O)NCC(=O)OCC)S(=O)(=O)c1ccc(C)cc1	-17.0	0.1	17.4	4.8	1.1	12.9	1.1	0.3	10.0
CCOC(=O)c1ccc(NC(=O)CSc2nnc(C3CC3)n2C)cc1	-10.3	-4.5	17.7	4.9	2.5	1.0	0.1	-2.2	-8.9
COc1ccc(CNC(=O)c2cc(S(=O)(=O)N3CCCC3)cn2C)cc1	25.2	14.4	-13.3	-1.6	-0.7	1.6	0.2	-3.0	-3.2
COc1ccc(S(=O)(=O)N(CC(=O)N2CCN(C)CC2)c2ccc(C)cc2)cc1OC	18.5	4.2	-17.9	-1.6	0.7	3.0	0.3	0.9	-2.5
CCCCn1c(CN2CCN(c3cccc(Cl)c3)CC2)nc2c1c(=O)n(C)c(=O)n2C	4.4	12.6	39.5	6.9	-1.7	44.1	1.3	-0.1	33.0
O=C(CCC1CCCC1)Nc1ccon1	26.6	5.1	11.4	1.8	1.7	13.7	0.1	-2.9	10.9
C=CCc1cccc(/C=N/n2c(C)nnc2C)c1O	1.1	-3.7	12.6	-1.7	-1.5	1.5	-3.5	2.6	-3.1
CC(C)(C)C(=O)CSc1nnc(-c2cccs2)n1CC1CCCO1 (stereo unspecified)	8.4	-32.3	1.4	-2.3	-0.6	-4.1	-2.8	0.6	0.4
O=C(Cn1cnc2c(OCc3ccccc3)ncnc21)NCc1ccccn1	-12.2	2.2	-8.0	-0.3	2.7	4.5	-3.2	-2.8	6.0
CCn1c(CSc2nc3ccccc3s2)nnc1SCC(=O)c1ccc(O)cc1O	-13.2	8.1	-0.8	-4.5	0.8	-9.5	0.4	3.7	-3.4
COc1ccccc1NC(=O)COc1ccc(/C=N/NC(=O)CSCc2cc(C)cc(C)c2)cc1	18.1	11.3	9.8	-5.8	-2.3	3.8	-1.8	-3.9	1.1
COc1cc(OC)cc(C(=O)OCC(=O)NCc2ccco2)c1	-9.2	4.0	-7.5	2.4	-3.2	8.6	-5.6	1.2	7.4
O=C(OCc1ccccc1)c1cccc(-c2nnn(Cc3ccccc3)n2)c1	-27.1	9.4	33.3	8.4	1.7	-3.3	-0.8	-2.5	0.7
COc1ncnc(OC)c1NC(=O)c1ccc(F)cc1	-2.7	6.5	-5.0	1.4	-2.2	3.2	-1.6	-5.1	-11.7
COC(=O)c1cc(S(=O)(=O)N2CCCC(C)C2)cn1C (stereo unspecified)	19.9	-10.4	0.7	7.5	-0.3	-2.4	-1.6	4.2	-6.1
CCC(CC)C(=O)Nc1nnc(SCC(=O)NC2CCCCC2)s1	10.7	0.2	5.9	1.8	-0.2	5.1	3.6	-2.1	-6.2

Among those listed so far, three contain two or more sulfur atoms:
mol	Mdm2 MdmX PPI	APJ antagonist	tim10-1 inh	CXCR6 block	CHOP UPR activ	tim23-1 inh	XBP1 UPR activ	APJ agonist	TIM10 inh
CC(C)(C)C(=O)CSc1nnc(-c2cccs2)n1CC1CCCO1 (stereo unspecified)	8.4	-32.3	1.4	-2.3	-0.6	-4.1	-2.8	0.6	0.4
CCn1c(CSc2nc3ccccc3s2)nnc1SCC(=O)c1ccc(O)cc1O	-13.2	8.1	-0.8	-4.5	0.8	-9.5	0.4	3.7	-3.4
CCC(CC)C(=O)Nc1nnc(SCC(=O)NC2CCCCC2)s1	10.7	0.2	5.9	1.8	-0.2	5.1	3.6	-2.1	-6.2

Later entries
mol	Mdm2 MdmX PPI	APJ antagonist	tim10-1 inh	CXCR6 block	CHOP UPR activ	tim23-1 inh	XBP1 UPR activ	APJ agonist	TIM10 inh
O=C(CSc1ccc(-c2cccc([N+](=O)[O-])c2)nn1)NC1CCCC1	2.2	-12.9	11.7	0.1	0.2	21.0	-0.1	-1.2	-0.6
Cc1cc(Cl)c2oc(C(=O)N3CCN(C(=O)c4ccco4)CC3)c(C)c2c1	-58.4	-41.6	27.0	1.4	5.8	46.2	6.3	3.2	22.6
Cc1nc(N2CCN(C)CC2)c2c(C)c(C(=O)Nc3ccc(F)cc3)sc2n1	23.1	18.4	-35.2	6.4	0.4	-10.0	-2.2	-0.4	-12.7
COc1cc(NC(=O)C(C)Oc2ccccc2)c(C(=O)O)cc1OC (stereo unspecified)	22.1	-29.9	1.3	-2.8	1.9	2.3	-2.9	-1.9	-1.8
CCOC(=O)C(NCCc1ccccc1F)(NC(C)=O)C(F)(F)F (stereo unspecified)	-14.2	0.8	-12.8	6.9	-2.8	8.9	-0.5	-1.0	5.2
CCc1nnc(NC(=O)Cc2cc(OC)c(OC)c(OC)c2)s1	8.0	2.5	-11.5	-2.7	2.3	10.3	-2.2	-2.5	-7.0
CCc1noc(C)c1C(=O)Nc1nc(-c2cc(OC)ccc2OC)cs1	27.0	-3.2	8.1	-7.7	-0.3	20.5	-3.1	2.2	2.3
COc1ccc(C(=O)C2CCN(CC(=O)Nc3cc(C)cc(C)c3)CC2)cc1	20.5	11.3	21.0	3.7	-2.3	6.6	-1.8	-1.5	-12.9
CC(C)c1nnc(NC(=O)CCC(=O)N2CCN(C3c4ccccc4-c4ccccc43)CC2)s1	-17.7	-8.2	5.4	-5.7	0.5	13.4	-3.5	-2.4	22.5
Cc1[nH]c2ccccc2c1C(C[N+](=O)[O-])c1cccs1 (stereo unspecified)	22.3	9.4	33.9	-8.8	-1.4	17.1	1.4	-7.7	17.9
Cc1ccc(SCC(=O)Nc2nnc(C(C)(C)C)s2)cc1	9.6	-18.3	-9.1	-6.3	-0.1	-6.9	-2.5	0.3	-10.0
COc1ccc(-c2ccc3c(c2)S(=O)(=O)c2cccc(C(=O)O)c2C3=O)cc1OC	12.2	-1.3	-5.2	-0.7	-1.0	-4.5	-0.5	-2.6	-5.4
O=C(NCc1cccnc1)c1ccc(Cn2c(=S)[nH]c3ccc(Br)cc3c2=O)cc1	17.2	20.3	-30.6	5.2	-0.6	-40.7	0.9	-0.5	-70.8
CC(C(=O)Nc1ncn[nH]1)N1C(=O)c2ccccc2C1=O (stereo unspecified)	-25.7	1.0	16.4	3.9	0.7	1.9	-1.9	5.2	-4.9
CCOC(=O)CCSCC(=O)N1N=C(c2cccs2)CC1c1ccc(C)cc1 (stereo unspecified)	5.1	17.3	20.3	11.1	-2.9	43.9	0.9	-2.9	25.1
CC12CCC(=O)N1C(C(=O)Nc1cc(C(F)(F)F)ccc1N1CCCCC1)CS2 (stereo unspecified)	-20.6	8.1	30.4	-4.3	0.8	27.5	1.6	-2.4	19.7
CC(C)C(c1nnnn1C1CCCC1)N1CCN(c2ccccc2F)CC1 (stereo unspecified)	29.5	13.2	22.7	-0.1	-0.1	36.9	-1.8	-3.6	9.2
Cc1nccc(-c2sc(-c3cccs3)nc2C)n1	2.3	1.3	23.9	-10.9	0.9	18.4	8.8	2.3	15.0
CN(C)CCOc1ccccc1C(C)(C)C	10.8	-5.7	6.3	-5.9	-0.7	-5.0	-0.1	-3.5	1.8
CC(C)c1ccc(C(=O)NCCCc2ccccc2)cc1	-115.8	8.5	24.4	-0.1	3.5	40.4	1.8	1.0	15.9
O=S(=O)(CCc1ccccc1)/N=C/c1cccs1	5.2	13.7	-5.6	1.0	-2.0	-5.4	-1.4	-3.2	-16.5
CCOC(=O)CC(=O)CSc1nc2cc(C)ccc2cc1C	-8.1	7.4	43.7*	1.5	-0.9	42.1	0.9	-4.1	34.0
O=S(=O)(NCCc1ccccc1)c1cccc2nsnc12	22.6	18.1	16.3	-1.1	-0.8	16.6	-1.1	1.8	13.6
S=C(NCc1ccc(Cl)c(Cl)c1)Nc1ccc2c(c1)OCO2	7.0	2.6	21.7	-4.4	5.3	37.8	-1.7	0.8	16.4
CCCN1Cc2cccc(C(=O)NCc3ccccc3)c2C1=O	2.6	30.0	14.4	-0.7	-0.4	20.6	-1.1	-1.4	8.2
O=C(NCCc1ccccc1)c1cccc(Br)c1	-70.6	-16.6	5.6	3.7	4.7	2.2	0.5	-4.0	-10.3
Cc1ccccc1NC1C=CS(=O)(=O)C1 (stereo unspecified)	5.2	0.1	18.5	-1.4	-0.4	12.4	0.3	5.9	-4.8
COc1ccc(-c2nn(CCC(=O)O)cc2/C=C2\SC(N)=NC2=O)cc1	18.5	6.0	2.0	-1.3	0.4	-1.0	0.6	-1.3	-8.2
